# Assay outcomes: PubChem BioAssay, Sanford-Burnham Center for Chemical Genomics
# SENP8 inh = blocks human SENP8 cleavage of Nedd8 substrate; inhibition, % at 20 µM; 360,000 compounds, 0.64% hits; recombinant SENP8, Nedd8 substrate fluorescence; in the data active means inhibition mostly above about 40%, no sharp cut-off; inactive means mostly below about 27%
# Target sequence (Q96LD8 whole entry, looked up): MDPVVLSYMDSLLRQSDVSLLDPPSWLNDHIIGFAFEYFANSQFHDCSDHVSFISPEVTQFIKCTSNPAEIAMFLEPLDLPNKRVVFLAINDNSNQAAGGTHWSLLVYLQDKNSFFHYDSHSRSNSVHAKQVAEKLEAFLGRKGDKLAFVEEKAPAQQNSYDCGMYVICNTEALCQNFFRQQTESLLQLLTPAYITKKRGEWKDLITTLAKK
# MPTP block = permeability transition pore inhibition; isolated mouse mitochondria, Ca2+ swelling absorbance, 30 min; inhibition, % at 10 µM; 360,000 compounds, 1.4% hits;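 active means inhibition of 50% or more, scaled per plate between neutral and stimulator controls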;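 further: 0% = DMSO wells given calcium and 100% = 1 mM EGTA wells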
# Starred values were filed as active, the others as inactive; i = inactive. Some of the compounds tested; count on the stated rates, not on these rows.
SMILES,SENP8 inh,MPTP block
CN(C)CCNC(=O)c1ccc2nc([C@@H]3O[C@H](CO)[C@H](O)[C@H](O)[C@H]3O)[nH]c2c1,25,0.0
CCCNC(=O)C1(C)CCN(C(=O)/C=C/c2ccccc2)C1 (configuration not stated),9,0.4
CC(=O)Nc1ccc(CNc2nc(NCc3cccs3)nc3ccsc23)cc1,-13,-0.2
CCc1nc2ccc(C(=O)NCCCN3CCCC3=O)cn2c1N(CC)C(=O)NCCc1ccccc1,-3,-1.9
O=S1(=O)CC(N2CCCCC2)CN1Cc1cn(Cc2ccccc2)nn1 (configuration not stated),21,-1.4
O=C(O)Cc1ccc(N2N=C(c3ccccc3)CC2=O)cc1,-60,-0.1
COc1ccncc1-c1csc(C(O)c2ccccc2)n1 (configuration not stated),12,0.4
Cc1cc(C)n2c(Nc3c(C)cccc3C)c(-c3ccccn3)nc2n1,-7,-0.5
CC1(C(=O)NCc2cccs2)CCN1C(=O)Cc1ccc(Cl)cc1Cl (configuration not stated),8,0.4
O=S1(=O)N[C@H](Cc2ccccc2)COc2cccc(N3CCSCC3)c21,19,-1.0
CCCCCNC(=O)C1C(=O)Nc2ccccc2C(=O)N1c1c(C)cccc1C (configuration not stated),-44,2.2
O=C(NCc1cccnc1)c1csc([C@@H]2O[C@H](CO)[C@H](O)[C@H](O)[C@H]2O)n1,15,0.5
CC1(C(=O)NCc2ccccc2Br)CCN1Cc1c(F)cccc1F (configuration not stated),21,0.3
COCCN1C(=O)c2ccccc2C1c1nnnn1-c1ccc2c(c1)OCCO2 (configuration not stated),4,-2.1
CN(Cc1ccccc1)C(=O)c1ccc2nc([C@@H]3O[C@H](CO)[C@H](O)[C@H](O)[C@H]3O)[nH]c2c1,6,-0.3
CCCNC(=O)c1cc2c(c(-c3cccc(-c4ccc(F)cc4)c3)n1)[C@@H](CCO)N(S(=O)C(C)(C)C)C2 (some centres not stated),10,0.0
COCCNC(=O)C1(C)CCCN(C(=O)c2cnc3ccccc3n2)C1 (configuration not stated),13,-1.5
COC(=O)[C@]12CCCCC=C1N(Cc1ccc(Cl)cc1Cl)C(=O)[C@H](CC(=O)N1CCOCC1)C2,17,-1.2
CC1(Cc2cc(Cl)ccc2C(F)(F)F)C(=O)Nc2cc(-c3ccccc3Cl)ccc21 (configuration not stated),14,-0.6
CCOC(=O)CC1(C)N(S(=O)(=O)c2ccc(C)cc2)c2ccccc2N1S(=O)(=O)c1ccc(C)cc1,15,0.9
CC(C)C(=O)N1CCC1(C)C(=O)NCc1ccc(C(C)(C)C)cc1 (configuration not stated),4,1.2
CCCCCNC(=O)C(CCc1ccccc1)n1c(=O)c(-c2ccccc2)nc2ccccc21 (configuration not stated),-332,4.5
Cc1ccc(NC(=O)C2(C)CCN2C(=O)Cc2ccc(-c3ccccc3)cc2)cc1 (configuration not stated),17,3.9
O=[N+]([O-])c1ccc2c(c1)C(N1CCN(CCO)CC1)Cc1ccc(F)cc1S2 (configuration not stated),21,2.2
CC(C)C[C@@H]1Cc2[nH][nH]c(=O)c2[C@H](CCc2ccccc2)O1,28,1.7

# One compound at a time, as listed above. Values in the order: SENP8 inh, MPTP block
# Listed for `CC(=O)Nc1ccc(CNc2nc(NCc3cccs3)nc3ccsc23)cc1` : -13, -0.2
# Listed for `CC(C)C(=O)N1CCC1(C)C(=O)NCc1ccc(C(C)(C)C)cc1` (configuration not stated) : 4, 1.2

# The listing continues.
SMILES,SENP8 inh,MPTP block
NC(CO)c1csc(NC(=O)Nc2cccc(Cl)c2)n1 (configuration not stated),20,1.6
CCCNC(=O)c1cc2c(c(-c3cccc(-c4cc5ccccc5o4)c3)n1)[C@@H](CCO)N(C(=O)NC(C)C)C2,-233,-2.2
CC(=O)Nc1cccc(-c2ccnc3c2CC(C(=O)NCc2ccc(N4CCN(C)CC4)cc2)O3)c1 (configuration not stated),-27,0.5
OCc1cccc(-c2cnc3c(Nc4cccc(OC(F)(F)C(F)F)c4)nccn23)c1,-149,1.5
Clc1cccc(-c2nc3ccc(Cl)cn3c2Cc2ccsc2)c1,-227,1.3
COc1cc2ccc(CC(=O)O)cc2cc1OC,-15,-1.2
O=C(c1cccc(Br)c1)c1nc2ccccc2[nH]c1=O,15,-0.7
C[C@H]1CN([C@@H](C)CO)C(=O)CCCn2cc(nn2)CO[C@@H]1CN(C)C(=O)OCc1ccccc1,23,1.1
CC(C)S(=O)(=O)N1CCCC(c2cc(C(=O)NCc3ccccc3)no2)C1 (configuration not stated),9,1.1
CN(C)C(=O)c1cccc(-c2cnc3c(NC=O)cc(-c4ccc(F)cc4)cn23)c1,-406,1.1
CC(=O)Nc1cc(-c2cccc(N)c2)cn2c(-c3ccc(C(C)=O)cc3)cnc12,-236,-1.1
OC(c1cccc(Cl)c1)c1nc(-c2ccccc2)cs1 (configuration not stated),13,2.3
CC(=O)Nc1cccc(-c2ccnc3c2CC(C)(C(=O)Nc2ccc(Cl)c(C(F)(F)F)c2)O3)c1 (configuration not stated),3,0.3
NC(Cc1ccc(C(F)(F)F)cc1)c1csc(Nc2ccc(S(N)(=O)=O)cc2)n1 (configuration not stated),-81,1.3
CSc1ccc(NC(=O)C2(C)CCN2C(=O)c2ccccc2CCc2ccccc2)cc1 (configuration not stated),5,-2.5
CCCCN(C)C(=O)c1sc(=O)n(Cc2ccc(Cl)c(Cl)c2)c1C,-2,-1.8
COC(=O)c1ccc2nc(-c3ccc(Cl)cc3)c(Cc3cccc(F)c3)n2c1,-360,-0.4
CC1(C(=O)NCc2ccccc2)CCC(=O)N1CCOc1ccccc1 (configuration not stated),15,0.2
CCCCn1nnnc1C(c1ccnc2ccccc12)N1CCN(C/C=C/c2ccccc2)CC1 (configuration not stated),15,-0.4
O=C1NC[C@@H](CCCCN2CCN(CCc3ccc(O)cc3)C(=O)C2=O)N(CC2CCCCC2)C1=O,13,-2.0
c1ccc(CN(Cc2ccccc2)C(c2ccnc3ccccc23)c2nnnn2-c2ccc3c(c2)OCCO3)cc1 (configuration not stated),13,1.0
COc1cccc(CNC(=O)C2(C)CCCCN2C)c1 (configuration not stated),20,-0.2
COc1ccc(-c2cc(NC=O)c3ncc(-c4cc(OC)c(OC)c(OC)c4)n3c2)cc1,i,0.9
O=c1[nH]c(=S)[nH]c2c1C(c1ccc(F)cc1)OC(CCc1ccccc1)C2 (configuration not stated),5,0.0
Cc1ccc(Cc2c(C(C)(C)C)nc3cc(C)c(Br)c(C)n23)cc1,2,2.7

# The last two compounds of the section above come first, to join the parts.
SMILES,SENP8 inh,MPTP block
O=c1[nH]c(=S)[nH]c2c1C(c1ccc(F)cc1)OC(CCc1ccccc1)C2 (configuration not stated),5,0.0
Cc1ccc(Cc2c(C(C)(C)C)nc3cc(C)c(Br)c(C)n23)cc1,2,2.7
COc1cccc(CNC(=O)C2CCN(S(=O)(=O)c3ccc4c(c3)C(C)(C)C(=O)N4C)CC2)c1,9,-0.6
COCCN1C[C@@H](CO)O[C@@H](n2cnc3c(NCCCO)ncnc32)C1,11,-2.0
CCCCNC(=O)C1(C)CCN1C(=O)c1ccc(OC)c(C(F)(F)F)c1 (configuration not stated),10,6.5
CCNC(=O)C1(C)CCCN(Cc2ccc(-c3ccccc3)o2)C1 (configuration not stated),10,1.0
CCOC1=C2[C@H](c3ccc(CC)cc3)N(S(=O)(=O)c3ccc(C)cc3)C[C@H]2n2c(=O)n(-c3ccccc3)c(=O)n2C1,9,-0.4
CNC[C@H]1OCc2cnnn2CCCC(=O)N([C@H](C)CO)C[C@@H]1C,24,-1.5
COc1ccc(C(O)c2ncc(-c3cccc(F)c3)[nH]2)cc1F (configuration not stated),10,-1.7
O=C(/C=C/[C@H]1O[C@@H](n2cnc3c(NC(=O)c4ccccc4)ncnc32)[C@H](O)[C@@H]1O)NCc1cccs1,26,-1.1
CC(C)(C)NC(=O)C(c1ccccc1)n1c(=O)c(-c2ccco2)nc2ccccc21 (configuration not stated),-416,-2.3
COc1ccc(-c2csc(C(C)(O)c3cccnc3)n2)cc1 (configuration not stated),8,1.6
COc1cc(F)ccc1-c1csc(C(C)(O)c2ccccc2)n1 (configuration not stated),-4,1.4
COc1ccc(NC(=O)C(c2ccncc2)n2c(=O)c(-c3ccco3)nc3ccccc32)cc1 (configuration not stated),-229,0.5
Cn1c(NCCOc2ccccc2)nc2cc(-c3ccc(F)cc3)sc2c1=O,-68,-0.9
COc1cccc(-c2ccc3c(c2)N(Cc2ccc(F)cc2)C(=O)C(C)S3)c1 (configuration not stated),19,-1.9
CC(N)c1csc(Nc2ccc(C(=O)c3ccccc3)cc2)n1 (configuration not stated),-284,1.8
CCc1nc2ccc(C(=O)NCc3ccccc3OC)cn2c1N(C)Cc1ccc(N(C)C)cc1,-1,1.0
CC(=O)CC1N(S(=O)(=O)c2ccc(C)cc2)c2ccccc2N1S(=O)(=O)c1ccc(C)cc1,8,0.8
COCC1OC(OC(C)C(O)c2cnc3nc(N)[nH]c(=O)c3n2)C(O)C(OC)C1O (configuration not stated),0,-2.4
COCc1cn(CC[C@@H]2CC[C@@H](NC(=O)Nc3ccc4c(c3)OCO4)[C@@H](CO)O2)nn1,16,0.4
Cc1ccc(NC(=O)C2(C)CCN2C(=O)C2CCCCC2)cc1C (configuration not stated),1,0.2
CC(=O)Nc1ccc(-c2ccnc3c2CC(C)(C(=O)NCc2ccc(F)c(F)c2)O3)cc1 (configuration not stated),-3,0.6
COC(=O)C1=CN(c2ccc(C(C)(C)C)cc2)C(N)=C(C#N)C1c1cccc2ccccc12 (configuration not stated),-112,1.3
CN(C)CCCOc1ccc(-c2ccc3nccn3c2)cn1,-18,1.0
CC1(C(=O)NCc2ccccc2)CCC(=O)N1CCCn1ccnc1 (configuration not stated),18,0.8
CNc1cccc(-c2c(OC)cccc2OC)n1,-37,-0.6

# As a short view, part of the list above.
SMILES,SENP8 inh,MPTP block
CN(C)CCNC(=O)c1ccc2nc([C@@H]3O[C@H](CO)[C@H](O)[C@H](O)[C@H]3O)[nH]c2c1,25,0.0
CCCNC(=O)C1(C)CCN(C(=O)/C=C/c2ccccc2)C1 (configuration not stated),9,0.4
CC(=O)Nc1ccc(CNc2nc(NCc3cccs3)nc3ccsc23)cc1,-13,-0.2
CCc1nc2ccc(C(=O)NCCCN3CCCC3=O)cn2c1N(CC)C(=O)NCCc1ccccc1,-3,-1.9
O=S1(=O)CC(N2CCCCC2)CN1Cc1cn(Cc2ccccc2)nn1 (configuration not stated),21,-1.4

# As entered above.
# MPTP block result of CCCCNC(=O)C1(C)CCN1C(=O)c1ccc(OC)c(C(F)(F)F)c1 (configuration not stated) → 6.5
# SENP8 inh result of COCC1OC(OC(C)C(O)c2cnc3nc(N)[nH]c(=O)c3n2)C(O)C(OC)C1O (configuration not stated) → 0
# MPTP block result of CC(=O)CC1N(S(=O)(=O)c2ccc(C)cc2)c2ccccc2N1S(=O)(=O)c1ccc(C)cc1 → 0.8
# SENP8 inh result of CC(=O)Nc1ccc(-c2ccnc3c2CC(C)(C(=O)NCc2ccc(F)c(F)c2)O3)cc1 (configuration not stated) → -3

# (list continues)
SMILES,SENP8 inh,MPTP block
COc1ccc(CN2C[C@@H](CO)O[C@@H](n3cnc4c(N5CCN(C)CC5)ncnc43)C2)cc1,2,-1.2
O=C(Nc1ccc(F)cc1)C(c1ccccc1)N1CCN(c2ccncc2)CC1 (configuration not stated),26,0.7
CCCOc1ccc(F)cc1-c1cc(C(=O)NCc2cccc(Cl)c2)[nH]n1,9,1.8
CCOC(=O)C1(C)CCN1C(=O)c1cncc(Br)c1 (configuration not stated),6,0.2
CC(C)n1nnnc1C1c2ccccc2C(=O)N1CCc1c[nH]c2ccccc12 (configuration not stated),6,-0.4
C/C=C1\NC(=O)[C@H](C)NC(=O)[C@@H](NC(=O)[C@H](Cc2ccc(O)cc2)NC(=O)[C@@H](NC(=O)/C(C)=C/C)C(C)C)[C@@H](C)OC(=O)[C@H](CCCc2ccc(O)cc2)NC(=O)[C@@H](CCC(=O)OC)NC1=O,18,-0.6
CC(C)Cc1ccc(-c2cc3nc(NCCc4ccc(S(N)(=O)=O)cc4)ccn3n2)cc1,i,1.8
CCOC1=C2[C@@H](CN(S(=O)(=O)c3ccc(C)cc3)[C@H]2c2cccc3ccccc23)[C@H]2C(=O)N(CC)C(=O)[C@H]2C1,11,-2.2
CNc1nc(NCCCN2CCCC2=O)c2sccc2n1,-4,-0.9
CCNC(=O)C1(C)CCCN(C(=O)c2c(C)noc2C)C1 (configuration not stated),6,-0.3
CC(C)C[C@H]1CNC(=O)C(=O)N1C[C@H]1CCCN1C[C@H](CC(C)C)N1C[C@H](CC(C)C)N(CCc2ccccc2)C(=O)C1=O,23,-1.6
Cc1ccc(F)cc1C(=O)N1CCCCC1c1cc(C(=O)NC(C)C)no1 (configuration not stated),0,-1.2
O=C(Nc1cccc(OC(F)(F)F)c1)C1Cc2c(-c3ccc(Cl)cc3)ccnc2O1 (configuration not stated),20,2.2
CC(=O)NCCNc1nc2cc(-c3ccc(C)cc3)sc2c(=O)n1C,-116,-0.2
CC(C)(C)NC(=O)C1C(c2ccccc2)=Nc2ccccc2N1C(=O)c1ccc(C(F)(F)F)cc1 (configuration not stated),6,1.8
CC(C)CC(=O)[C@@H](O)Cc1ccc(O)cc1,3,0.7
NC(=O)c1c(N)[nH]c(C(=O)c2ccccc2)c1-c1ccccc1Br,-3,-1.3
COc1ccc(CN2C(=O)CSCC2(C)C(=O)Nc2c(C)cccc2C)cc1 (configuration not stated),20,0.8
Cc1ccc(NC(=O)CN(C2=NC3CS(=O)(=O)CC3S2)c2ccccc2)cc1 (configuration not stated),6,-0.3
CN(CCc1ccccc1)C(c1ccnc2ccccc12)c1nnnn1-c1ccc2c(c1)OCCO2 (configuration not stated),23,-1.5
CCCCNc1c(-c2cc3ccccc3o2)nc2nc(C)cc(C)n12,-248,0.4
Fc1cccc(F)c1C(Nc1nncs1)Nc1nncs1,12,0.1
C[C@H](c1ccccc1)N1C[C@@H](COCc2ccccc2)Oc2cc(N3CC[C@H](O)C3)ccc2S1(=O)=O,14,1.1
